# Source: PubChem (several laboratories)
# NADH coupling = blocks coupling enzymes of NAD/NADH assays; coupled PK/LDH NADH assays, four targets; IC50, µM (series often up to 10 µM), without a hit: at the top dose inhibition; actives 0.02% (n = 65,000); AID 774;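 active means single-dose screening hits from any of four coupled enzyme assays that gave an IC50 when retested across doses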;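 further: the DPM-DC format reads NADH fluorescence rather than 340 nm absorbance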
# TNAP act mid DEA = human TNAP activation, intermediate phosphate acceptor; P05186; purified TNAP, CDP-star luminescence, 100 mM DEA, 30 min; hits give high values; scale: 0 levamisole-inhibited, 1 vehicle-only enzyme; activation factor at 20 µM; 64,000 tested, under 10 active; AID 813;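 active means activation factor of at least 2 at 20 µM, relative to controls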
# Target sequence (P05186 whole entry, looked up): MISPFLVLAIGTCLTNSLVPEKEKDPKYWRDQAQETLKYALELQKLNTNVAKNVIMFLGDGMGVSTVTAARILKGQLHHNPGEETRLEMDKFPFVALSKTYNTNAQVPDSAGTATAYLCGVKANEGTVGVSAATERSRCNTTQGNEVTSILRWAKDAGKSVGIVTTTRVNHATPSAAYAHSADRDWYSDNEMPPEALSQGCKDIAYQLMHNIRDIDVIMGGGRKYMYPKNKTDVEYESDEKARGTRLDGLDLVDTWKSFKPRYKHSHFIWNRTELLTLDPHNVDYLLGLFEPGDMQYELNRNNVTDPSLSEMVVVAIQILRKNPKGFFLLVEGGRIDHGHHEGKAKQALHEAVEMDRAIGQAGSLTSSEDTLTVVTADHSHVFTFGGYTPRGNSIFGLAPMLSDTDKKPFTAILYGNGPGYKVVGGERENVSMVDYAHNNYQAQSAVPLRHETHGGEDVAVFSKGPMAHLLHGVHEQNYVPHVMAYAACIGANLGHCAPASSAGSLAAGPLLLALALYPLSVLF
# SF1 activator = activators of human nuclear receptor SF-1 | Q13285 | CHO-K1 Gal4-SF-1 LBD luciferase reporter; % increase over DMSO SF-1-specific signal | activation, % at 10 µM | actives 1.9% (n = 65,000) | AID 522;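 active means activation above the mean activation of all tested compounds plus 3 SD, cut at about 50% in these data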
#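 System: CHO-K1 cells with Gal4–hSF-1 LBD chimera plus Gal4-driven luciferase; quantity: 4,000 CHO-K1 cells per well; compound: one dose, 10 µM compound, 1% DMSO; times: 20 h compound treatment, 37 °C; measured by: SteadyLite luciferase luminescence; read-out: percent activation versus DMSO; benchmarks: DMSO and mock-transfected background; replicates: one test per compound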
# Fluor 339 460 = intrinsic fluorescence of library compounds, ex339/em460 – biochemical, MLSMR library, data from DPM-DC assay, artefact control, profiling panel | fluorescence fold increase at 10 µM | actives 5.5% (n = 65,000) | compound autofluorescence, ex339/em460 nm, NADH buffer; hits give high values; 1 = no-compound wells, NADH background;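 active means at 10 µM, mean starting fluorescence two-fold or more over control wells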;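 further: signal is the first read of a kinetic run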
# 5-HT1A blocker = antagonists of human 5-HT1a serotonin receptor. P08908. CHO 5-HT1a Ga15 NFAT-bla reporter, antagonist mode. inhibition, % at 10 µM. actives 0.68% (n = 62,000). AID 612;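 active means inhibition above the mean of all tested compounds plus 3 SD, cut at about 43% in these data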;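 further: receptor stimulated by 5-CT agonist at 100 nM near EC80; beta-lactamase reporter measured by ratiometric fluorescence of a cleavable substrate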
# Target sequence (P08908 whole entry, looked up): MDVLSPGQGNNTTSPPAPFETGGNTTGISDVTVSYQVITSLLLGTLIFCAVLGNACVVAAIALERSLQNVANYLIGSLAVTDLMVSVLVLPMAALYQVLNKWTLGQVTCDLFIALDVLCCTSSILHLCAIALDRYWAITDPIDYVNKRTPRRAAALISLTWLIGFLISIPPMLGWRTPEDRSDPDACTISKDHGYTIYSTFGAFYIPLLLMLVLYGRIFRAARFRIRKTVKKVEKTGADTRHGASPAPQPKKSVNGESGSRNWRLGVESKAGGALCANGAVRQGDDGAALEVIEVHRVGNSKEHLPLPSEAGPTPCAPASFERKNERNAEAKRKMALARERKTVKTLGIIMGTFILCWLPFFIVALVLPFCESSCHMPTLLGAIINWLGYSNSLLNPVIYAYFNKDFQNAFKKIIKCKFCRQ
# MMP-13 inhibitor = MMP13 (human) collagenase inhibition | P45452 | MMP-13 fTHP FRET cleavage, Mca fluorescence | inhibition, % at 4 µM | actives 0.07% (n = 65,000) | AID 570;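 active means inhibition above the mean of compound-free control plate wells plus 3 SD, cut at about 14% in these data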;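 further: 0% = DMSO wells and 100% = wells with reference MMP-13 inhibitor after basal subtraction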
# Abs 340nm = compounds absorbing at 340 nm. compound absorbance at 340 nm, fold over control. fold change at 10 µM. 65,000 tested, under 10 active. AID 708;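 active means at 10 µM dose, initial 340 nm absorbance at least 2 fold that of control wells; inactive means change under 2 fold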;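 further: initial absorbance extrapolated from kinetic A340 decline of NADH oxidation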
# HTR1A agonist = agonists of human 5-HT1a serotonin receptor. P08908. CHO 5-HT1a Ga15 NFAT-bla reporter, FRET ratio; 0% basal, 100% maximal reference agonist. activation, % at 10 µM. actives 0.56% (n = 65,000);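 active means activation above the screen-wide mean activation plus 3 SD, cut at about 19% in these data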;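 further: 0% = DMSO wells and 100% = 5-CT at EC100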
# RORA act = activators of human nuclear receptor RORA; CHO-K1 Gal4-RORA LBD luciferase reporter, luminescence; percent increase over mock-subtracted basal signal; AID 560; actives 1.5% (n = 65,000); activation, % at 10 µM; P35398;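 active means activation above the mean of all tested compounds plus 3 SD, cut at about 49% in these data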;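 further: 0% = DMSO-treated RORA cells and 100% = added signal equal to DMSO minus mock-transfected cells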
# * hit, by the source's call; [ ] = another dose, or the depositor's remark.
mol	TNAP act mid DEA	NADH coupling	Abs 340nm	HTR1A agonist	MMP-13 inhibitor	Fluor 339 460	SF1 activator	RORA act	5-HT1A blocker
CCCC1(C(=O)OC)NC(c2ccc(OC)c(OC)c2)C2C(=O)N(c3ccc4c(c3)OCO4)C(=O)C21 (configuration not stated)	0.9	6.0%	1.04	1.1	-5.6	0.97	0.1	-8.7	-6.9
O=C(CCN1C(=O)c2ccccc2C1=O)Nc1sc2c(c1C(=O)NCc1ccco1)CCCC2	0.9	5.0%	1.08	1.4	3.1	1.06	4.7	5.0	-4.7
O=C1NC2(CCCCC2)Oc2ccccc21	1	4.0%	1.03	-2.6	4.4	1.12	1.2	-34.3	9.2
CCn1cc(C2N3CC4(C)CN2CC(C)(C3)C4=O)c2ccccc21 (configuration not stated)	1	3.0%	1.04	-1.6	1.2	1.07	-9.8	-1.8	6.4
COC(=O)c1coc(-c2ccc(C)cc2)c1C(=O)OC	1	9.0%	1.05	2.2	1.0	1.13	21.2	23.9	-1.5
CCOc1ccc(-c2noc(=O)[nH]2)cc1	0.9	5.0%	0.99	-0.4	-1.4	1.12	6.0	28.4	-0.2
COc1ccccc1N1CCN(C(=O)c2c(-c3c(Cl)cccc3Cl)noc2C)CC1	0.8	3.0%	0.98	1.1	0.7	1.02	-8.7	-7.1	1.1
O=C(Cn1nnc2c(cnn2-c2ccc(F)cc2)c1=O)c1ccccc1F	0.9	7.0%	0.99	0.1	2.3	1.87	0.2	-5.4	7.1
CCn1cnc2c1c(=O)n(Cc1nnc3n1-c1ccccc1SC3)c(=O)n2Cc1ccccc1	0.9	3.0%	1.01	1.6	-13.4	1.07	-3.6	-26.6	2.3
CCCc1cc(C(=O)Nc2ccc(C(C)=O)cc2)no1	0.9	1.0%	0.97	-1.2	1.9	1.04	-8.5	-3.3	2.8
COc1ccc(NC(=O)Cc2nc3ccccc3[nH]2)cc1	1	3.0%	1.03	-1.1	-14.2	1.04	-11.8	14.4	26.4
CCCC(c1nnnn1Cc1ccc(OC)cc1)N1CCN(c2ccccc2OC)CC1 (configuration not stated)	0.8	3.0%	1	0.0	-1.4	1.01	-11.8	1.2	26.8

# Next structures.
mol	TNAP act mid DEA	NADH coupling	Abs 340nm	HTR1A agonist	MMP-13 inhibitor	Fluor 339 460	SF1 activator	RORA act	5-HT1A blocker
CCSc1nc(N)c2c3c(sc2n1)CN(C)CC3	0.9	14.0%	1.08	0.1	-23.6	1.42	12.6	8.7	-5.3
[O-][n+]1ccc(C2CC2)cc1	0.9	5.0%	1	-0.3	0.9	1.04	-1.4	-16.6	-4.1
COc1ccccc1N(CC(=O)NC(C)(C)C)C(=O)Cn1nnc(-c2ccc(C)o2)n1	0.9	6.0%	1	-0.4	0.9	1.06	4.7	-26.0	9.7
CCOC(=O)C1=C(C)N(C)C(=O)NC1c1ccccc1OC (configuration not stated)	1	2.0%	0.99	-1.4	4.7	1.03	-5.1	10.9	-12.5
Cn1c(=O)n(CCOc2ccccc2Cl)c2ccccc21	0.9	8.0%	1	0.3	3.1	1.09	70.6*	37.1	17.8
O=C(CN(Cc1ccco1)C(=O)CNS(=O)(=O)c1ccccc1)NCc1ccc(F)cc1	0.9	9.0%	0.99	-0.5	-3.1	1.04	8.9	-12.4	-1.2
Cc1nn(C)c(C)c1S(=O)(=O)N1CCCC(C(=O)NC2CCCCC2)C1 (configuration not stated)	1	7.0%	1	-0.7	-2.2	0.88	-9.0	35.6	-3.9
CCOC(=O)C(NC(=O)c1ccc(OC)cc1)(N1CCOCC1)C(F)(F)F (configuration not stated)	0.8	3.0%	1	-0.5	-3.0	1.03	10.5	-12.9	-7.9
C=CCN(c1ccccc1)S(=O)(=O)c1ccc2c(c1)oc(=O)n2C	0.9	10.0%	1.03	0.5	-2.6	1.06	14.3	12.9	6.0
COc1cccc(C(=O)N(c2ccc(OC)cc2OC)C2C=CS(=O)(=O)C2)c1 (configuration not stated)	0.9	7.0%	1	-1.1	-0.5	1.03	19.1	-1.3	7.2
COCCN1Cc2cccc(C(=O)Nc3ccc4c(c3)OCCO4)c2C1=O	0.9	4.0%	1.06	-0.9	16.6*	1.08	-3.1	7.7	-13.8
O=c1[nH]n(-c2ccccn2)c(=O)c2ccccc12	0.9	4.0%	1.02	-0.3	-1.5	1.11	9.0	22.3	-15.0

# Continued.
mol	TNAP act mid DEA	NADH coupling	Abs 340nm	HTR1A agonist	MMP-13 inhibitor	Fluor 339 460	SF1 activator	RORA act	5-HT1A blocker
Cc1cccc(NC(=O)CC2NC3CCCCC3NC2=O)c1 (configuration not stated)	0.9	5.0%	0.97	-2.5	-0.7	1.01	2.4	-4.1	7.9
CCOC(=O)CCSc1nc(C)c2ccccc2n1	0.9	3.0%	1.08	-3.9	-12.2	1.18	4.9	20.7	-6.7
COc1ccccc1-c1nc(C#N)c(N2CCN(C(c3ccccc3)c3ccccc3)CC2)o1	0.9	14.0%[fluoresces]	1.06	0.2	-4.8	3.85*	6.1	3.6	-10.4
CC(=O)Nc1ccc(S(=O)(=O)Nc2ccc(N3CCOCC3)cc2)cc1	0.9	6.0%	0.98	-3.8	-6.2	1.09	-7.4	1.7	1.4
CCN(CC)S(=O)(=O)c1ccc(Nc2cc(C)nc3ncnn23)cc1	0.9	6.0%	1.06	0.5	6.1	1.04	-11.0	-25.4	-0.7
COc1ccccc1NC(=O)CSc1nc2sc(C)c(C)c2c(=O)n1Cc1ccco1	1	4.0%	1.07	9.3	0.3	1.07	-10.6	-21.4	19.2
COCCn1c(C)cc(C(=O)COC(=O)C23CC4CC(CC(O)(C4)C2)C3)c1C	0.9	0.0%	1.05	-0.6	-1.4	1.13	77.2*	12.9	-1.4
Cc1noc(/C=C/c2ccco2)c1S(=O)(=O)N1CCC(C(=O)N2c3ccccc3CC2C)CC1 (configuration not stated)	0.9	0.0%	1.08	-6.3	0.4	1.24	-11.3	-25.2	15.9
S=c1[nH]nc(COc2ccc3c(c2)OCO3)n1-c1ccccc1	0.9	7.0%	1.03	-2.9	4.0	1.09	-21.1	-9.5	8.5
C=CCn1c(Cc2nc3ccc(Cl)cc3[nH]2)n[nH]c1=S	1.2	7.0%	1.03	0.5	2.0	1.12	1.1	-1.9	-8.5
COC(=O)c1c(-c2ccc(OC)c(OC)c2)csc1N	0.8	0.0%	1.11	-0.8	-2.4	1.12	10.0	4.1	0.6
COc1ccc2nc(C)cc(Nc3ccc(N4CCOCC4)cc3)c2c1	0.8	9.0%	1.07	-0.4	-3.1	1.05	-8.7	17.1	-15.5

# (next part)
mol	TNAP act mid DEA	NADH coupling	Abs 340nm	HTR1A agonist	MMP-13 inhibitor	Fluor 339 460	SF1 activator	RORA act	5-HT1A blocker
NC(=O)CSc1oc(-c2ccc(F)cc2)nc1S(=O)(=O)c1ccccc1	0.9	4.0%	1.04	1.3	1.0	1.11	-16.0	-14.7	-1.5
O=C(O)c1ccc(-c2ccccc2Cl)o1	0.9	4.0%	1.03	-0.4	-3.2	1.1	8.4	16.1	-3.1
CCOC(=O)Cn1c(=O)c2c(nc3n2CCS3)n(C)c1=O	0.9	3.0%	1.04	-4.7	0.6	1.14	-3.9	-21.8	-8.1
CCCc1nc(N)c(C#N)c(-c2cccnc2)c1CC	0.9	4.0%	1.13	2.3	1.5	1.28	-11.9	5.7	7.3
CCCS(=O)(=O)N1CCC(C(=O)NCc2ccco2)CC1	1	4.0%	0.98	-1.2	-4.5	1.07	16.3	21.9	5.4
Cc1cnc(NC(=O)CSc2nnc(CNc3ccc(F)cc3)n2CC2CCCO2)s1 (configuration not stated)	1	7.0%	0.96	1.1	3.7	1.06	7.0	5.3	6.4
CCOC(=O)c1c(C)c(C(=O)NCc2cccnc2)c(C)n1CC	0.9	7.0%	1	-3.2	-2.1	1.11	-15.7	14.2	6.0
O=C(NCc1ccc2c(c1)OCO2)c1ccc(CN2CCOCC2)cc1	0.9	8.0%	0.99	-6.0	1.6	1.13	6.1	7.9	-8.5
COc1ccc(-c2cc(-c3ccc(OC)cc3)[nH]n2)cc1	0.6	5.0%	1.03	0.2	1.1	1.1	42.5	65.3*	4.7
CCOCC(=O)Nc1c(C(=O)Nc2ccc(OC)cc2OC)oc2ccccc12	0.9	3.0%[fluoresces]	1	-0.8	2.6	2.37*	-23.3	-29.2	20.5
O=C(O)CC1CCC(=C(Cl)Cl)C1 (configuration not stated)	1	4.0%	1.02	-3.2	4.9	1.12	-12.8	-21.2	0.6
O=C(Nc1cccc(C(F)(F)F)c1)c1cc(S(=O)(=O)N2CCCCC2)ccc1N1CCOCC1	0.9	4.0%	1.05	-3.9	0.4	1.15	4.5	7.6	-0.1

# Next section
mol	TNAP act mid DEA	NADH coupling	Abs 340nm	HTR1A agonist	MMP-13 inhibitor	Fluor 339 460	SF1 activator	RORA act	5-HT1A blocker
Cc1ccc(Cn2c(SCC(N)=O)nc3c2c(=O)n(C)c(=O)n3C)cc1	0.9	2.0%	0.98	1.0	-3.3	1.04	-1.8	-8.2	-1.9
Cc1cccc(NC(=O)CNc2cc(C)ccc2C)c1	0.9	7.0%	1.04	-0.7	3.5	1.13	5.5	5.6	7.1
CCc1ccccc1NC(=O)CSc1nnc([C@@H](NC(=O)OC(C)(C)C)C(C)C)o1	1	2.0%	1.03	-0.3	-1.6	1.08	-19.3	-16.5	15.3
O=C(NCC1CCCO1)C1CCCCN1S(=O)(=O)c1ccc(F)cc1 (configuration not stated)	1	2.0%	1.05	1.8	1.8	1.13	2.3	-3.1	11.8
Cc1ccc(Nc2oc(C)nc2C#N)cc1	1	9.0%	0.98	-0.3	2.4	1.08	7.3	14.9	7.3
CS(=O)(=O)Nc1ccccc1Oc1ccccc1	0.9	8.0%	1.03	3.2	-0.5	1.12	10.0	-7.6	-3.7
